# From PubChem BioAssay
# RmlCD inh 1536 – M. tuberculosis RmlC/RmlD inhibition. inhibition, % at 3.6 µM. RmlC+RmlD coupled enzyme assay, percent inhibition; primary screen in compound mixtures. P9WH09+P9WH11. AID 1533. 160,000 tested, 0.03% active; in the data active = inhibition mostly above about 34%, no sharp cut-off; inconclusive = no clear call, values can overlap the other calls; inactive = mostly below about 22%; note: some results filed as inactive read as strong as hits
# Target sequence (P9WH09 whole entry, looked up): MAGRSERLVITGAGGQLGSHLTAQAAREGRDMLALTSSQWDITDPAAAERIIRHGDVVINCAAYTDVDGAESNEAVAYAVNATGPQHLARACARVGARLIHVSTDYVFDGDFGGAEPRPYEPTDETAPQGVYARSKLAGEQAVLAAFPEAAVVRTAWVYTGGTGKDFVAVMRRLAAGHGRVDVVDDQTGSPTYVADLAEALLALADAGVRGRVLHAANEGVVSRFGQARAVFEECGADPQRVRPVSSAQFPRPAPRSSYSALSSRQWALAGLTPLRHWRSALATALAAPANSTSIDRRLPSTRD
# Target sequence (P9WH11 whole entry, looked up): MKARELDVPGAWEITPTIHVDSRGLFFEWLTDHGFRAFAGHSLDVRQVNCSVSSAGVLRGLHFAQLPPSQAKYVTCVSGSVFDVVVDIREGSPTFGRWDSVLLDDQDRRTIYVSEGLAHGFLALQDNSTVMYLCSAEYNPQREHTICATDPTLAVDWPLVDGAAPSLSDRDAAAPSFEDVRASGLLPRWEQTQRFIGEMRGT
# M. tuberculosis GlmU – inhibition of mycobacterial GlmU enzyme – biochemical, glucosamine-1-phosphate acetyltransferase (AID 1376); M. tuberculosis GlmU acetyltransferase enzyme assay; higher % means a stronger effect; inhibition, %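 (tested at 30 µM in the primary screen)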, or IC50 in µM where a hit was titrated; 220,000 tested, 0.25% active; in the data active = inhibition above about 13%; inconclusive = no clear call, values can overlap the other calls;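 note: 0% = complete reaction with vehicle and 100% = reaction without substrate; strong numbers were not always called active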
# The depositor's hits bear a star; ? = inconclusive; · = not tested or not shown.
# Second line of a record – M. tuberculosis GlmU, RmlCD inh 1536
- NNCc1cccc(O)c1
 : 1.6%, ·
- CCSc1nc2c(c(=O)[nH]1)C(c1ccncc1)C(C(=O)OC)=C(C)N2 (stereo not given)
 : 0.6%, 2
- COC(=O)Cn1c(SCc2ccccc2)nc2ccccc21
 : -0.9%, 4
- NS(=O)(=O)c1cc2c(cc1C(F)(F)F)NCNS2(=O)=O
 : 0.5%, ·
- COc1cnc(SC)nc1Nc1ccc(C#N)cc1
 : 1.5%, -6
- Cc1cc2oc(C(=O)NCc3ccc(S(N)(=O)=O)cc3)c(C)c2cc1C
 : 0.8%, 3
- COc1ccccc1NC(=O)Cn1cnc2c(nnn2-c2ccc(C)cc2)c1=O
 : 7.3%, -2
- Cc1ccccc1OCC(O)Cn1c(Br)nc2c1c(=O)[nH]c(=O)n2C (stereo not given)
 : 1.8%, 1
- CCNc1nc(NCC)nc(Oc2ccc(OCC)nn2)n1
 : 0.1%, -4
- Cc1sc2nc(SCC(=O)N(CCO)CCO)n(C3CCCCC3)c(=O)c2c1C
 : -1.2%, ·
- COc1ccc(C(=O)C[n+]2ccc3c(c2)nnn3-c2ccccc2)cc1
 : -6.3%, -51
- COc1cc(O)ccc1/C=N/NC(=O)c1ccc([N+](=O)[O-])cc1
 : 1.2%, -5
- O=C(Nc1ccccc1)Oc1ccccc1
 : 2.4%, 10
- CC(C)(C)CN1CCNC(=O)C1CC(=O)NCCc1ccccc1F (stereo not given)
 : 2.2%, -4
- CC(=O)NCc1nc2ccccc2n1Cc1ccccc1C
 : 5.2%, ·
- Cc1ccc(Nc2nnc(SCC(=O)NCc3ccco3)s2)cc1
 : -2.7%, ·
- CCOC(=O)c1sc(Nc2ccc(OCC)cc2)nc1C
 : -2.4%, -7
- COc1cc(/C=N/n2cnnc2-n2nc(C)cc2C)cc([N+](=O)[O-])c1O
 : -2.0%, 37
- O=C(NCCC1=CCCCC1)c1ccc(Cl)c(S(=O)(=O)Nc2ccccc2)c1
 : 5.1%, ·
- COC(=O)/C=C/COc1ccccc1[N+](=O)[O-]
 : 0.7%, ·
- CCOC(=O)Cn1c(=O)c2c(nc(Br)n2CC(=O)OCC)n(C)c1=O
 : -0.9%, ·
- O=c1c(Cc2c(F)cccc2Cl)c(O)ccn1CCCN1CCOCC1
 : -0.5%, -3
- CCc1ccc(NC(=O)N[C@H](C(=O)O)C(C)CC)cc1 (stereo not given in full)
 : -1.6%, 36
- C/C(=N\NC(=O)C(=O)Nc1ccc(C)cc1)c1ccncc1
 : 7.8%, 0
- Cc1nn(-c2ccccc2)c(N)c1C1(O)C(=O)Nc2ccc([N+](=O)[O-])cc21 (stereo not given)
 : 0.5%, 8
- CC(C)NC(=S)NN(c1ccccc1)c1ccccc1
 : -4.7%, ·
- CCOc1c(Nc2cccc(Cl)c2)c(=O)c1=O
 : 3.6%, -33
- COc1cccc(NC(=O)COc2ncnc3sc(C)c(C)c23)c1
 : -0.2%, -5
- O=C(Nc1cc(C(F)(F)F)ccc1-n1cncn1)c1ccc(Br)cc1
 : 3.0%, ·
- CCCN(CCC)C(=O)Cc1coc2ccc3ccccc3c12
 : -5.6%, ·
- COc1ccccc1C/C(N)=N/OC(=O)COc1cccc(C)c1
 : 2.8%, -1
- c1cncc(C(c2nnnn2C2CCCC2)N2CCCC2)c1 (stereo not given)
 : -10.0%, ·
- COc1ccc(NC2=CC(=O)N(C)C2=O)cc1
 : 2.2%, ·
- Cc1ccc(NC(=O)CCN2CCN(C/C=C/c3ccccc3)CC2)cc1C
 : ·, -9
- O=C(O)CCCNC(=O)c1cncc(O)c1
 : -1.3%, ·
- COC(=O)c1ccc(OCC(=O)Nc2nn(-c3ccccc3)nc2C(N)=O)cc1
 : 1.8%, 0
- COc1ccc(C(CC(=O)O)NS(=O)(=O)c2ccc(C)cc2)cc1OC (stereo not given)
 : 0.4%, 8
- Cc1ccccc1C(=O)N(C)Cc1ccccc1
 : -0.4%, ·
- O=S(=O)(Nc1ccccn1)c1ccc(Oc2ccccc2)cc1
 : -3.0%, 4
- CNC(=S)NCc1ccc(OC)cc1
 : 4.8%, 6
- c1cnc(Oc2ccc(-c3nnco3)cc2)cn1
 : -0.4%, ·
- CCN1CCOC(CC(=O)Nc2cccc([N+](=O)[O-])c2)C1=O (stereo not given)
 : -0.6%, -7
- CCn1c(C)nc2cc(C(=O)NNC(=S)Nc3ccccc3)ccc21
 : 2.4%, 6
- O=C(N/N=C/c1sc2ccccc2c1O)c1cccc2ccccc12
 : 0.3%, -4
- CN(C)[C@@H]1CCC[C@H]1OC(=O)C(c1ccccc1)c1ccccc1
 : -1.4%, 23
- N=c1oc2cc(O)ccc2cc1C(=O)Nc1nc2ccccc2s1
 : 7.8%, 4
- Cc1cccc(-c2ncc(CN3CCN(CCC(C)C)C(CCO)C3)cn2)c1 (stereo not given)
 : -2.2%, 3
- CCc1c(C#N)c(SCCC(=O)Nc2ccc(F)cc2)nc2c1C(=O)CC(C)(C)C2
 : -2.8%, ?
- O=C(NCc1ccc2c(c1)OCO2)C1CCN(c2nccc(C(F)(F)F)n2)CC1
 : 20%, ·
- CCCOc1ccc(C(=O)Nc2c[nH]c(=O)[nH]c2=O)cc1
 : -3.4%, -9

# The list continues:
# Second line of a record – M. tuberculosis GlmU, RmlCD inh 1536
- COc1ccc(/C=C2/SC(=O)N(CCCCCC(=O)Nc3ccccc3C(=O)O)C2=S)cc1
 : 12%, 1
- COc1cc(NC(=O)Cc2ccccc2OC)cc(OC)c1
 : -3.3%, -4
- Cc1ccc(C)n1-c1ccc(C(=O)NN=C2CCCC2)cc1
 : 1.3%, 1
- O=C(CNS(=O)(=O)c1ccc(Br)s1)NCc1ccc2c(c1)OCO2
 : 2.6%, ·
- COCc1cccc(NC(=O)Cc2cccc3ccccc23)c1
 : 3.2%, -7
- COc1ccc(-c2cc(C(=O)N3CCN(c4ccccc4OC)CC3)no2)cc1OC
 : -2.4%, -13
- CN1CCc2cc3c(c4c2[C@H]1[C@H](O)c1ccccc1-4)OCO3
 : 2.4%, ·
- N#C/C(=C\Nc1ccccc1SC(F)(F)F)c1nc(-c2ccc(F)cc2)cs1
 : -5.7%, 8
- COCC(C)n1c(C)cc(C(=O)COC(=O)c2oc3ccccc3c2C)c1C (stereo not given)
 : -3.2%, 2
- COc1ccc(C)cc1NC(=O)NC1CCN(Cc2ccccc2)CC1
 : -1.5%, 10
- CCOc1cc(NC(=S)NCC(C)C)c(OCC)cc1NC(=O)c1cccs1
 : -0.9%, ·
- O=C(O)c1ccc(NC(=O)C2(c3ccccc3)CCCC2)cc1
 : 8.5%, -5
- COCCSc1ccccc1C(=O)Nc1nccs1
 : 2.8%, ·
- CCCCn1c(CCC(=O)O)nc2cc(S(=O)(=O)N(CC)CC)ccc21
 : -2.6%, 6
- CCn1ccnc1CN1CCCC(C(=O)c2ccc(OC)cc2OC)C1 (stereo not given)
 : 4.8%, ·
- O=C(N/N=C/c1cc([N+](=O)[O-])ccc1O)/C(=C\c1cccs1)NC(=O)c1ccccc1
 : -5.2%, 4
- COc1ccc(CCNC(=O)CSCc2ccc(C)cc2)cc1OC
 : 1.5%, ·
- CCOC(=O)C1(CCCc2ccccc2)CCN(C2CCC2)CC1
 : 4.6%, ·
- CCOC(=O)C1=C(C)N=c2s/c(=C/c3ccco3)c(=O)n2C1c1cccc(OC)c1 (stereo not given)
 : 5.8%, 6
- CCC(CC)C(=O)Nc1cc(C(=O)OC)ccc1C(=O)OC
 : 3.0%, -5
- COCCn1c(-c2ccc(Cl)cc2)nc2oc3cc(OC)ccc3c(=O)c2c1=O
 : 0.6%, 19
- COc1ccc(C2c3ccc(O)cc3Oc3ncn(CCN4CCOCC4)c(=N)c32)cc1OC (stereo not given)
 : -3.3%, -5
- CCn1cc(CN(C)C(=O)CSc2nc(-c3ccco3)cc(C(F)(F)F)n2)c(C)n1
 : 0.9%, ·
- CCOC(=O)Nc1ccc(S(=O)(=O)NCCCN2CCOCC2)cc1
 : 3.5%, ·
- COC(=O)C[C@H]1c2cc(F)cc(F)c2S(=O)(=O)N1C1CCN(Cc2ccccc2)CC1
 : -1.7%, ·
- O=C(O)c1ccc(NC(=O)C2(c3ccccc3)CCOCC2)cc1
 : 2.0%, -1
- CCOC(=O)C1CCCN(c2nc3c(C)cccn3c(=O)c2/C=C(\C#N)C(=O)NCc2ccco2)C1 (stereo not given)
 : 1.0%, ·
- Cc1ccc2c(Cl)c(C(=O)NCCCn3ccnc3)sc2c1
 : -4.7%, -2
- O=C1CC(N(Cc2cccs2)C(=O)Nc2ccccc2)C(=O)N1c1ccc(Cl)cc1 (stereo not given)
 : -3.1%, -6
- Cc1nn(CC(O)COc2ccc3c(c2)CCC3)c(C)c1Br (stereo not given)
 : 2.9%, ·
- CC/C(=N/O)c1cnnc(SC)n1
 : -2.9%, -3
- CCOc1ccc2nc(SCC(=O)c3ccc(Cl)s3)sc2c1
 : 0.8%, 8
- CCOC(=O)c1sc(=S)n(-c2ccc3c(c2)OCO3)c1N
 : -2.5%, 2
- CCn1c(C)nc2cc(C(=O)NNC(=S)Nc3ccccc3OC)ccc21
 : -2.6%, 20
- CCOCCCNS(=O)(=O)c1ccc(NC(=O)Cc2c(F)cccc2Cl)cc1
 : -3.2%, 10
- CCOc1ccc(NS(=O)(=O)c2ccc3[nH]cc(C(=O)NC(C)CC)c(=O)c3c2)cc1 (stereo not given)
 : ·, -7
- COC(=O)C[C@]1(C(=O)OC)CN(C#N)N(c2ccc(Cl)cc2)C12c1ccccc1-c1ccccc12
 : 2.2%, ·
- O=C(CNC(=O)c1ccco1)NCCCc1ccccc1
 : -1.6%, 16
- COc1cccc(/C=C/C(=O)OCC(=O)Nc2ccc(S(=O)(=O)N3CCCC3)cc2)c1
 : -0.6%, -10
- COc1ccc([N+](=O)[O-])cc1NC(=O)Cn1ccc(C(F)(F)F)n1
 : 8.6%, 4

# Part of the list above, tab-delimited.
Compound	M. tuberculosis GlmU	RmlCD inh 1536
COC(=O)C[C@]1(C(=O)OC)CN(C#N)N(c2ccc(Cl)cc2)C12c1ccccc1-c1ccccc12	2.2%	·
O=C(CNC(=O)c1ccco1)NCCCc1ccccc1	-1.6%	16

# Continued.
# Second line of a record – M. tuberculosis GlmU, RmlCD inh 1536
- COCc1nnc(NC(=O)c2ccc(S(=O)(=O)N(C)c3ccccc3)cc2)o1
 : -4.0%, 1
- Cc1nc2ccccc2c(=O)n1-n1cnnc1
 : -4.3%, -2
- CCC(C)(C)NC(=O)CN(C(=O)C(=O)Nc1ccc2c(c1)OCCO2)C(C)(C)CC
 : -1.7%, 2
- CCOC(=O)Cn1nnnc1CN(Cc1ccc(OC)cc1)Cc1cc2cc(C)cc(C)c2[nH]c1=O
 : 3.9%, ·
- O=C(/C=C/c1ccc(F)cc1)NCc1ccco1
 : 3.2%, -11
- CCn1c(C(O)c2ccc(C)cc2)nc2ccccc21 (stereo not given)
 : 0.6%, ·
- CC(NS(=O)(=O)c1ccc(F)cc1)C(c1cccs1)N1CCOCC1 (stereo not given)
 : -4.0%, ·
- CC(C)CC(=O)NC1(C(F)(F)F)NC(=O)N(c2ccccc2)C1=O (stereo not given)
 : -4.1%, ·
- COc1cc(C)nc(N(C)C(C)=O)n1
 : 1.8%, 9
- C=CCc1c(C)nc2c(OC)cccc2c1Cl
 : 1.6%, 58
- COCCNC(=O)C(c1ccccc1)N(CCOC)C(=O)Cn1nnc2ccccc21 (stereo not given)
 : -1.8%, 10
- COCCn1c(SCc2ccc(OC)c(F)c2)nc2ccccc2c1=O
 : 0.6%, 10
- Cc1cc(C)c(C#N)c(SCc2nnc(-c3ccccc3[N+](=O)[O-])o2)n1
 : -0.1%, 1
- COc1cc(C(=O)Oc2ccccc2/C=N/NC(=O)c2ccc(Cl)cc2)cc(OC)c1OC
 : 1.2%, 4
- O=C(OC(C(=O)NCc1ccc2c(c1)OCO2)c1ccncc1)c1ccc(Cl)nc1 (stereo not given)
 : -2.2%, 10
- CCOc1cc(/C=C2/C(=N)N3OC(C)=CC3=NC2=O)ccc1OCCOc1ccccc1
 : -3.7%, -13
- CCN1CCN(C(=O)c2ccc(OCC(=O)Nc3ccc(F)cc3)c(OC)c2)CC1
 : -5.0%, 9
- O=C(Cn1ccc(C(F)(F)F)n1)N/N=C/c1ccc2c(c1)OCO2
 : 4.3%, 3
- CCCn1c(SCC(=O)NCCc2ccccc2)nnc1-c1cccnc1
 : -3.2%, 105
- O=C(N1CCCCCC1)N1CCN(C(=O)N2CCOCC2)CC1
 : -0.9%, ·
- O=C1c2ccccc2NC(c2ccccc2)N1CCCN1CCOCC1 (stereo not given)
 : -3.2%, 9
- O=C(NCc1cccs1)c1ccc([N+](=O)[O-])cc1
 : 2.2%, -8
- CC1CC(C)CN(c2ccc([N+](=O)[O-])nc2)C1 (stereo not given)
 : -3.7%, ·
- C[C@H](NC(=O)c1ccccc1Cl)C(=O)OC(C(=O)Nc1cc(C(F)(F)F)ccc1Cl)c1ccccc1 (stereo not given in full)
 : 0.2%, ·
- Cc1cnc(NC(=O)c2cc3c(C)nn(-c4ccccc4)c3s2)s1
 : -1.5%, 0
- COc1ccc(NC(=O)CSc2nc3ccccc3c3nc4ccccc4n23)cc1
 : 7.8%, -5
- Cc1cc(C)nc(NC(=O)c2ccc(OC(C)C)cc2)n1
 : 5.6%, -5
- Cc1ccc(-c2csc(NC(=O)COc3ccc(N(C)S(=O)(=O)c4ccc(C)cc4)cc3)n2)cc1
 : 0.4%, ·
- Cc1nc2ncnn2c(C)c1CCC(=O)NC(C)CCc1ccco1 (stereo not given)
 : 2.2%, 28

# Record cards, as listed above. Values in the order: M. tuberculosis GlmU, RmlCD inh 1536
# Entry for COc1ccc(NC(=O)CSc2nc3ccccc3c3nc4ccccc4n23)cc1 → 7.8%, -5
# Entry for Cc1cc(C)nc(NC(=O)c2ccc(OC(C)C)cc2)n1 → 5.6%, -5

# Only part of the results is shown; the hit share may differ from the screen's.
